Screens as filed in PubChem.
TWEAK Fn14 block: inhibitors of TWEAK-Fn14 interaction signaling; hit rate 2% among 360,000; inhibition, % at 10 µM; AID 1159606; TWEAK-stimulated Fn14 reporter cells, luciferase luminescence, 8 h; in the data active = inhibition above about 50%
NR5A2 inv ag: inverse agonists of human LRH-1 (NR5A2) | O00482 | HEK293T StAR-luciferase reporter, LRH-1 transfected, 24 h | inhibition, % at 3.6 µM | hit rate 0.13% among 360,000 | AID 602396;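 active = inhibition above the mean inhibition of all tested compounds plus 3 SD, cut at about 73% in these data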;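 note: 0% = DMSO wells and 100% = reporter-only cells lacking LRH-1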
SRC1 inh: inhibitors of human steroid receptor coactivator 1 (SRC1); HEK293 GAL4-SRC1 luciferase reporter, luminescence; hit rate 0.12% among 360,000; inhibition, % at 3.6 µM; Q15788;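 active = inhibition above the campaign mean plus 3 SD, with each screening campaign given its own cutoff, cut at about 60% in these data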;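 note: 0% = DMSO treated cells and 100% = gossypol at 36 µM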
SRC2 inh: human SRC2 (NCOA2) inhibition. Q15596. HEK293 GAL4-SRC2 luciferase reporter, luminescence. inhibition, % at 9 µM. hit rate 0.17% among 370,000;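 active = inhibition above the mean inhibition of all tested compounds plus 3 SD, set per campaign, cut at about 52% in these data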;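 note: 0% = DMSO treated cells and 100% = cells given Gossypol at 36 µM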
NOD2 RIPK2 PPI: inhibitors of human NOD2-RIPK2 interaction; CHO BLA complementation NOD2-RIPK2, CCF4 ratio; O43353; hit rate 0.38% among 360,000; inhibition, % at 4.98 µM; in the data active = inhibition above about 21%;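 note: 0% = vehicle only and 100% = reference blocker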
SRC3 inh: human NCOA3 inhibition; Q9Y6Q9; HEK293 GAL4-SRC3 luciferase reporter, luminescence; inhibition, % at 3.6 µM; hit rate 0.17% among 360,000; AID 588352;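 active = inhibition above a per-campaign cutoff, the mean of all compounds plus 3 SD, cut at about 60% in these data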;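 note: 0% = DMSO-treated cells and 100% = gossypol-treated cells at 36 µM; higher means less SRC3-driven luciferase light from the GAL4 reporter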
NR2F2 inh: blocks human COUP-TFII nuclear receptor | P24468 | HEK293T NGFI-A luciferase reporter, luminescence | inhibition, % at 8.6 µM | hit rate 0.7% among 370,000 | AID 686940;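 active = inhibition above a per-plate cutoff, mean inhibition of test wells between control levels plus 3 SD, cut at about 38% in these data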;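 note: cells cotransfected with COUP-TFII expression vector driving the NGFI-A reporter; 0% = median of COUP-TF2 test wells and 100% = reporter-only cells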
TRAIL sens C8: sensitizes caspase-8 expressing cells to TRAIL; inhibition (viability loss, TRAIL sensitization), % at 10 µM; hit rate 1% among 360,000; NB7+C8 cells + TRAIL, ATPlite viability luminescence;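 active = compounds causing at least 50% loss of cell viability in the single-dose screen, relative to plate controls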
LMP1 NFkB inh: Epstein-Barr LMP1 NF-kappaB reporter inhibition; LMP1-induced NF-kappaB luciferase reporter cells, luminescence; inhibition, % at 12.5 µM; hit rate 0.69% among 350,000; AID 504558; in the data active = inhibition above about 41%;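 note: 0% = neutral control wells and 100% = reference inhibitor control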
TLR9-MyD88 inh: blocks human TLR9 binding to MyD88; CHO BLA complementation TLR9-MyD88, CCF4 FRET ratio; AID 504734; hit rate 0.21% among 340,000; inhibition, % at 4.98 µM; Q9NR96+Q99836;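 active = inhibition above the mean over all tested compounds plus 3 SD, cut at about 21% in these data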;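 note: 0% = DMSO only wells and 100% = clavulanate BLA inhibitor control wells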
TROY NFkB inh: blocks TROY-dependent signaling in reporter cells; inhibition, % at 10 µM; Q293 LMP1-TROYcd NF-kB luciferase reporter, 4 h; hit rate 0.98% among 360,000;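 active = compounds whose plate-normalised and pattern-corrected inhibition of the luciferase reporter signal at the single screening dose is 50% or more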
Starred values were filed as active, the others as inactive; x = no result given. These rows are one share of the data, so the mix of outcomes need not match the whole.

Sequence of screens – TWEAK Fn14 block	NR5A2 inv ag	SRC1 inh	SRC2 inh	NOD2 RIPK2 PPI	SRC3 inh	NR2F2 inh	TRAIL sens C8	LMP1 NFkB inh	TLR9-MyD88 inh	TROY NFkB inh
Cc1nn(C)cc1CN(C)C(=O)c1cc(-c2ccccc2)nc2ccc(Br)cc12
  11	-1	24	3	-1	20	7	6	11	8	-6
Cc1ccc(NC(=O)Cn2cnc([N+](=O)[O-])c2)cc1C
  -9	-10	9	-3	-5	-22	-7	-17	5	3	-20
O=c1c(F)cn(C2CCCO2)c(=O)n1Cc1ccc(Cl)cc1 (configuration not stated)
  16	-19	-8	16	-8	15	3	1	-10	-6	6
CC1CCCCC1NC(=O)COC(=O)/C=C/c1ccc2c(c1)OCO2 (configuration not stated)
  -10	3	-17	2	10	19	5	-7	-16	1	28
CCc1cc(C(=O)N2CCCC(C(=O)c3ccc(OC)c(F)c3)C2)n(C)n1 (configuration not stated)
  -10	21	-9	2	-1	28	10	-13	-1	-1	4
COc1ccc(NC(=S)NCCN2CCC(C)CC2)cc1Cl
  -6	-10	-16	7	-2	14	1	-5	-1	-7	4
CC(C)(C)c1ccc(C(=O)NCc2cccnc2)cc1
  -5	-15	-12	-20	-8	-28	-18	-11	-3	2	-37
O=C(NCCc1ccccc1)c1ccc2nc(-c3ccco3)c(-c3ccco3)nc2c1
  27	-31	-10	x	1	-10	x	-12	7	-2	-21
CC(=O)c1c(C)[nH]c(C(=O)COC(=O)c2ccc(Cl)nc2)c1C
  -15	-3	2	-3	-10	7	9	-6	4	-11	-7
Cc1n[nH]c(=O)c2c1nnn2Cc1ccccc1Cl
  8	10	5	7	-3	-19	-3	-16	2	5	13
COc1ccc(S(=O)(=O)N2CCOCC2)cc1NC(=O)CCCOc1ccc(C(C)=O)cc1
  21	0	-14	-7	1	14	-8	-10	-7	1	-4
COc1ccc(CNc2cc(C)ccn2)cc1
  -28	-25	-40	-47	-11	-31	-26	-3	-3	-4	-26
COC(=O)/C(=C\c1ccc([N+](=O)[O-])o1)NC(=O)c1ccccc1
  -30	6	-14	-42	-4	-13	5	-1	-4	-13	-7
Cn1c(SCC(=O)Nc2nc3c(s2)CCCC3)nnc1-c1ccccc1
  7	-6	-4	-10	-10	1	14	-10	-6	5	-16
COc1ccc(CCNC(=O)Cn2cnc3sc(C)c(-c4ccc(F)cc4)c3c2=O)cc1OC
  6	3	8	-6	-5	-24	-4	-6	-7	-23	10
C/C(=N\NC(=O)c1c(Cl)c(C)nn1C)c1ccc(NC(=O)COc2ccc(Cl)cc2C)cc1
  -38	-16	-21	12	-13	-4	5	26	-2	-4	2
CC(C)(C)c1nnc(N/N=C/c2ccc(Br)cc2)n(N)c1=O
  16	3	-29	-49	-7	-12	-13	20	-10	11	-31
Cc1ccccc1OCC(=O)OCC(=O)c1ccc[nH]1
  5	13	-16	-27	-4	-5	-9	-10	4	4	-10
COc1ccc(NC(=O)Cn2nnc(-c3ccccc3NC(=O)c3ccco3)n2)cc1
  4	-12	-25	-4	-3	5	1	-18	12	2	15
COc1ccc(C(=O)CSc2nnc(CN3CCCCC3)n2-c2ccc(F)cc2)cc1
  -2	7	4	14	-1	5	9	10	6	-2	11
CCn1c(SCC(=O)NC2CCCC2)nnc1-c1ccccn1
  -10	15	3	-19	-5	13	7	-13	-9	4	9
CCCc1cc(C(=O)NCc2ccccc2)no1
  -7	-22	-29	-55	-1	-25	-21	-2	-15	-5	-53
N#Cc1c(N)nc2c3c(sc(=N)c2c1N)NC(=O)CC3c1c(F)cccc1Cl (configuration not stated)
  -30	6	2	1	-14	-9	8	7	-1	11	0
COc1ccc(-n2c(=O)n(Cc3ccccc3)c(=O)c3[nH]cnc32)cc1
  -3	-9	-9	-6	-2	15	-9	27	-3	-11	14
O=C(NCC1CCCN(Cc2cccc(OCCO)c2)C1)c1ccc(F)cc1 (configuration not stated)
  -4	-5	-6	19	-9	5	-2	3	-1	5	1
COc1ccc(C(=O)Nc2nnc(-c3cccs3)s2)cc1
  55*	-77	-137	-26	-2	-110	-17	21	-4	-8	7
COc1cc2cnc(-c3ccsc3)cc2cc1OC
  -30	15	-9	-8	-9	-29	-25	-1	10	-1	-7
COc1ccc(S(=O)(=O)N(C)CC(=O)NCc2ccccc2)cc1OC
  -7	-8	-11	7	-2	-12	13	-14	3	8	-12
CCN1C(=O)C(CC(=O)Nc2c(C)cccc2C)SC1=Nc1ccc(S(N)(=O)=O)cc1 (configuration not stated)
  14	-8	-3	8	-3	15	7	14	10	-4	-2
Cc1cc(=O)[nH]c2ccccc12
  9	-23	-15	-34	2	-5	15	-7	-4	9	3
CN1CCN(NC(=O)NC2CCCCC2)CC1
  2	-2	6	11	-1	6	-4	-4	-8	-7	8
COc1ccc(NC(=O)c2ccc3c(c2)C(=O)N(CC2CCCO2)C3=O)c(OC)c1 (configuration not stated)
  10	2	12	-13	-2	12	11	-6	3	4	-1
Cc1ccc(-c2csc(=S)[nH]2)cc1
  -19	-79	-73	-28	5	-31	-49	1	-31	-7	-4
COc1ccc(S(=O)(=O)Nc2cc3c4c(c2)CC(=O)N4CCC3)cc1
  8	12	-4	0	-6	-7	-22	-2	-8	6	25
C[C@@H](C(=O)N[C@@H](Cc1ccccc1)C(=O)O)n1nnc2ccccc2c1=O
  2	14	10	7	-6	10	-3	3	5	-2	6
Cc1ccc(NC(=S)N(CCN2CCOCC2)Cc2cc3cc4c(cc3[nH]c2=O)OCO4)cc1
  -9	-1	10	7	-4	1	6	2	-4	2	-33
Cc1ccc(C)c(S(=O)(=O)N2C(=S)NC(=O)C2CC(C)C)c1 (configuration not stated)
  -18	-7	-10	2	5	18	-13	-2	7	-9	13
CC(=NCc1ccccc1)c1ccc(O)cc1O
  -2	0	0	17	4	4	2	-2	-10	-1	-1
N#Cc1ccsc1NC(=O)COC(=O)CCCSc1nc2ccccc2s1
  30	10	-5	18	-4	10	30	-19	-14	-3	26
COC(=O)CC1C(=O)NCCN1C(=S)Nc1cc(C)cc(C)c1 (configuration not stated)
  -7	-1	-18	17	-4	-35	-3	9	11	2	1
COCCNC(=O)C1(C)CCN(C(=O)C2(c3ccc(Cl)cc3)CCCC2)C1 (configuration not stated)
  -9	8	-11	-13	-4	2	-2	-12	x	x	-11
C=CCn1c(SCC(C)=O)nc2sc3c(c2c1=O)CCC3
  -3	9	9	-28	-8	-17	8	-2	0	-1	4
O=C(CCN1C(=O)c2ccccc2C1=O)N1CCN(Cc2ccc(Cl)cc2Cl)CC1
  -7	5	-20	12	6	7	8	-6	-2	10	-3
Cc1cc(C)c2[nH]c(=S)cc(C)c2c1
  -12	-1	-1	9	10	5	-9	-4	1	12	-1
O=S(=O)(c1ccccc1)N1CCN(C(=S)Nc2ccc(F)cc2)CC1
  9	15	-22	3	9	10	0	-11	6	-4	3
COc1cc(NC(=O)c2cccc(NC3=NC4CS(=O)(=O)CC4S3)c2)cc(OC)c1OC (configuration not stated)
  -11	-11	-33	-17	9	-11	-8	-19	-2	9	11
CCOC(=O)C1(Cc2ccc(OC)cc2)CCN(C(=O)Cn2cnnn2)CC1
  -13	-5	-20	-22	-13	-13	-6	-6	5	-13	-38
CC1CCCN(C(=O)CN(C)S(=O)(=O)c2ccc3c(c2)c(=O)n(C)c(=O)n3C)C1 (configuration not stated)
  -192	-6	14	-14	4	6	-20	2	2	-16	-11
O=C(N/N=C/c1cc(Br)cs1)c1c[nH]c2ccccc12
  47	-56	-33	-20	-4	-22	-14	5	-11	-2	-40
OC(c1ccccc1)(c1ccccc1)C1CCN(CCCOc2ccc3c(c2)CCCC3)CC1
  -16	-15	x	2	0	x	-17	66*	x	x	15
CC(C)(C)n1nnnc1C(c1cc2ccccc2o1)N1CCCC1 (configuration not stated)
  14	-1	x	-2	-5	x	4	8	x	x	3
COc1ccc(F)cc1-c1cc(NC=O)c2ncc(-c3cc(OC)c(OC)c(OC)c3)n2c1
  74*	38	-10	16	6	13	-48	17	x	x	47
CSc1cccc(NS(=O)(=O)c2ccc(C(C)=O)cc2)c1
  14	11	22	9	-2	0	-6	18	-2	4	4
O=C1CCc2cc(S(=O)(=O)N3CCC(C(=O)Nc4nccs4)CC3)ccc2N1
  2	13	-7	8	-8	-5	14	19	-3	2	4
NC(=O)c1ccc(NC(=O)COC(=O)C2(c3ccccc3F)CCCC2)cc1
  10	-13	2	11	-4	-4	-8	-5	6	2	-2
Cn1c(=O)oc2cc(S(=O)(=O)N3CCOCC3)ccc21
  3	2	-6	-53	-7	6	-3	-9	3	-1	8
Cc1ccc(S(=O)(=O)NCc2ccccc2NS(=O)(=O)c2ccc(C)cc2)cc1
  x	4	x	15	1	x	9	14	x	x	x
COC(=O)[C@H](CCSC)NS(=O)(=O)c1ccccc1Br
  20	6	10	-16	-4	-5	-8	1	-5	-2	1
CCn1c(SCc2ccccc2)nc2cc(OC)c(OC)cc2c1=O
  -12	6	13	14	1	5	-6	-5	1	1	-5
c1ccc(-c2nc(NCc3cccs3)c3ccccc3n2)cc1
  -2	7	11	16	-7	-1	1	3	-9	-4	13

New compounds follow.
Sequence of screens – TWEAK Fn14 block	NR5A2 inv ag	SRC1 inh	SRC2 inh	NOD2 RIPK2 PPI	SRC3 inh	NR2F2 inh	TRAIL sens C8	LMP1 NFkB inh	TLR9-MyD88 inh	TROY NFkB inh
N#C/C(=C\c1ccc(Cl)cc1)c1n[nH]c(Cn2cncn2)n1
  -1	9	-10	0	-7	-8	-5	-7	3	-3	1
CCOC(=O)c1ccc(CC2S/C(=C(\C#N)C(C)=O)NC2=O)cc1 (configuration not stated)
  -1	-21	3	1	6	-3	-13	-7	-1	16	-41
Cc1[nH]c(C)c(S(=O)(=O)N2CCC(C)CC2)c1C(=O)N1CCCC1
  24	-1	1	6	-12	3	17	2	-4	-4	3
CC([NH2+][O-])C(C)(C)NO (configuration not stated)
  -5	-15	-6	12	7	7	-15	-12	-4	4	1
O=S(=O)(Nc1ccc(N=Nc2ccccc2)cc1)c1ccccc1
  6	-2	11	-7	0	12	-15	-15	-4	-5	-30
CC(C)n1c(SC2CCOC2=O)nc2ccccc21 (configuration not stated)
  5	6	-8	-13	4	-7	14	-1	-2	-3	-4
Cc1ccc(CN(C)c2ccc(S(=O)(=O)N3CCCC3)cn2)cc1
  16	3	-9	10	5	-3	7	-6	4	11	-13
O=C(NCC(=O)N(CC1CCCO1)C(C(=O)NC1CCCCC1)c1ccccc1)c1cccs1 (configuration not stated)
  7	10	6	-7	-17	16	-20	-10	-12	-3	1
CN(C)C(=O)c1ccc(NC(=O)COC(=O)CC23CC4CC(CC(Br)(C4)C2)C3)cc1
  -13	6	-5	10	-8	-4	-10	4	-6	4	-10
Cc1ccc(S(=O)(=O)N2CCCOC2CNC(=O)C(=O)NCCCn2ccnc2)cc1 (configuration not stated)
  7	15	-25	18	-4	6	4	-6	8	-4	5
